PriA SSB inh – inhibitors of Klebsiella pneumoniae PriA binding to SSB C-terminal tail. AlphaScreen SSBct-PriA binding, biotinylated peptide. AID 1272365. inhibition, % at 33 µM. 0.6% of 430,000 active; in the data active = inhibition mostly above about 37%, no sharp cut-off; inactive = mostly below about 20%;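 also: plate controls were negative control peptide for no effect and reference peptide for full effect; strong numbers were not always called active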
* = called active by the depositor; & = joins results of further samples. The list is partial; the hit share may differ from the screen's.

molecule,PriA SSB inh
COc1ccccc1C(=O)N[C@H]1CC(=O)N(c2ccc3c(c2)OCCO3)C1,-14.0
Nc1c(C(=O)N2CCCC2)nsc1C(=O)NCc1ccccc1F,3.0
COc1ccc(CC(=O)NCC(=O)N/N=C\c2sccc2C)cc1,1.0
Cc1c(NC(=O)c2cccc3c2-c2ccccc2C3=O)c(=O)n(-c2ccccc2)n1C,-6.0
COc1ccc(C(=O)/C(=C\c2ccc(C)o2)c2nc3ccccc3o2)cc1,21.0
CC(C)(C)NC(=O)C(=O)Nc1nc(-c2ccccn2)cs1,101.3*
O=C(Nc1ccncc1)c1ccc(=O)n(Cc2cccc(F)c2)c1,13.0
COC(=O)N(C)Cc1nc2ccccc2[nH]1,-10.0
Cc1ccc(NC(=O)C(=O)NCC[C@H](O)c2cccs2)cc1F,1.0
Cc1c(Cl)cccc1S(=O)(=O)N1CCC(S(=O)(=O)c2nccn2C)CC1,-4.0
Cn1ccnc1SCC1CCN(S(=O)(=O)c2ccc(C(F)(F)F)cc2)CC1,17.0
O=C(Cn1nc(C2CC2)c2cnn(-c3ccccc3)c2c1=O)N1CCCc2ccccc21,-13.0
Cc1cc(C)nc(N=C(N)c2c(O)[nH]c(=O)[nH]c2=O)n1,-9.5
Cn1cc(NC(=O)Nc2ccc(OC(F)(F)F)cc2)c2ccccc21,-1.0
CC(C)CCN1C(=O)C(C)(C)COc2ccc(NC(=O)c3cc4ccccc4oc3=O)cc21,23.0
O=C(CSc1ccc(F)cc1)Nc1cnc2cc(C(F)(F)F)nn2c1,-12.0
O=C1C=CC(=O)N1c1cccc(C(F)(F)F)c1,-6.0
CCCCOc1ccc(NC(=O)NCC2CCN(C(=O)c3ccoc3)CC2)cc1,-4.0
Cc1cc2ncc3c(n2n1)CCN(S(=O)(=O)c1cn(C)cn1)C3,-9.0
O=C(Cn1ccc2ccccc21)NCc1cccnc1-c1ccsc1,-20.0
Cc1ccc(C)c(S(=O)(=O)N2CCN(c3ccc4nnc(-c5ccco5)n4n3)CC2)c1,-5.0
COC(CNS(=O)(=O)c1c(C)nn(C)c1C)c1ccco1 (stereo not given),-3.0
Cc1ccc([C@H](CNC(=O)CSc2ccc(F)cc2)OCCO)cc1,-9.0
CCNC(=S)N1CCCCC1c1cccnc1 (stereo not given),-11.0
C=CCNC(=O)C[C@@H]1Nc2ccccc2NC1=O,-9.0
Cc1cc(C(=O)N2CC(Oc3nc4c(F)cccc4s3)C2)nn1C,-14.0
C=CCN1C(=O)C(C)(C)COc2ccc(NS(=O)(=O)c3ccc(NC(=O)C(C)C)cc3)cc21,8.0
COc1cccc2cc(C(=O)Nc3ccc(-c4nc5ccccc5o4)cc3)oc12,-4.0
O=C(CCc1ccccc1Br)NCCc1ccoc1,3.0
c1cnc(OC2CCNCC2)cn1,-16.0

Among those listed so far, these contain an aryl thioether with sulfur outside any ring.
molecule,PriA SSB inh
Cn1ccnc1SCC1CCN(S(=O)(=O)c2ccc(C(F)(F)F)cc2)CC1,17.0
O=C(CSc1ccc(F)cc1)Nc1cnc2cc(C(F)(F)F)nn2c1,-12.0
Cc1ccc([C@H](CNC(=O)CSc2ccc(F)cc2)OCCO)cc1,-9.0

Further entries:
molecule,PriA SSB inh
C[C@H](NC(=O)CCC(=O)N1C[C@H]2C[C@@H](C1)c1cccc(=O)n1C2)c1ccccc1,-11.1
COC(=O)Nc1ccc(S(=O)(=O)NC(C)Cc2ccoc2)cc1 (stereo not given),-11.0
O=C(COc1ccc(Cl)cc1Cl)Nc1ccc(N2CCCC2=O)cc1,-1.0
COc1ccccc1CCNC(=O)Cc1c(C)nc(SCc2ccc(F)cc2)[nH]c1=O,-10.0
CN(C)N=Nc1ccc(S(=O)(=O)N=C(O)c2ccccc2)cc1,-15.8
O=C(NCc1cccs1)NC1CC(=O)N(c2ccc3c(c2)OCCO3)C1 (stereo not given),-2.0
Cc1ccc(NC(=O)CCCn2nc(-c3ccc(Cl)cc3)ccc2=O)cc1F,-3.0
CCOC(=O)NCC#CCN(C)Cc1ccccc1,-16.0
COc1ccc(CC(=O)Nc2nc3ccc(C(C)C)cc3s2)cc1C,-11.0
COc1ccc2c(c1)-c1nc(N=Cc3ccc(O)cc3)sc1CC2,-3.1
C=CCOc1ccc(C(O)=C2C(=O)C(=O)N(CCCOC)C2c2ccncc2)cc1 (stereo not given),5.2
O=C(Cn1c(=O)n(Cc2ccc(F)cc2)c(=O)c2ncccc21)Nc1ccc(OC(F)(F)F)cc1,-4.0
O=C(NN=Cc1ccc(OC(=O)c2ccco2)cc1)c1ccc[n+]([O-])c1,6.1
Cn1nc(CN(Cc2ccco2)C(=O)Cn2c(=O)oc3ccccc32)cc1C1CC1,2.0
COc1ccc(S(=O)(=O)Nc2ccc(C(=O)Nc3nc4cc5c(cc4s3)OCO5)cc2)cc1,2.0
COc1ccc(C=NNC(=O)c2ccc([N+](=O)[O-])c(C)c2)cc1COc1ccccc1C(N)=O,-12.7
CC(=NNc1ncc(Br)cn1)c1cccc([N+](=O)[O-])c1,3.0
Cc1noc(CNS(=O)(=O)Cc2ccc(F)cc2)n1,-8.0
C(=NNc1nc(Nc2ccccc2)nc(Nc2ccccc2)n1)c1ccncc1,-11.3
COc1ccc(C=NNC(=O)c2ccc(CSc3nncn3C)cc2)cc1OC,28.0
O=C(CSc1nc2ccccc2n1S(=O)(=O)c1ccc(Br)cc1)c1ccc(Cl)cc1,9.0
O=S(=O)(N=C(Nc1nc2ccccc2s1)c1ccccc1)c1ccc(F)cc1,4.5
O=C(CSc1nc(-c2ccccc2)cc(C(F)(F)F)n1)N1CCCc2ccccc21,-6.0&4.0
CO[C@@H](CNC(=O)NCc1cccs1)c1cccc(F)c1,-10.0
Cn1cc(C(=O)Nc2nc3c(s2)CN(S(C)(=O)=O)CC3)nn1,-5.0
Nn1cnc2scc(-c3ccc(Cc4ccccc4)cc3)c2c1=O,9.0
Cc1nc2nc(N)ccc2c(C)c1C,5.0
COC(=O)C1C2c3ccccc3OC1(C)N=c1sc(=Cc3cnn(C)c3C)c(=O)n12 (stereo not given),-11.8
COc1ccccc1N1CCN(CCNC(=O)c2ccc(F)cc2)CC1,-18.0
COc1cc(OC)cc(C(=O)Nc2nc3c(OC)cccc3s2)c1,-7.0

Continuation:
molecule,PriA SSB inh
COc1ccc(Br)cc1Cn1nnc(C(=O)NCc2ccc(F)cc2)c1N,1.0
C[C@@H](Cc1ccoc1)NC(=O)Cc1ccccc1Cl,-4.0
CCOC(=O)c1sc(=NC(=O)CN2C(=O)CCC2=O)n(C)c1C,-3.0
COc1ccccc1-c1nc(S[C@@H](C(C)=O)C(=O)N(C)C)c2c(=O)n(C)c(=O)n(C)c2n1,6.0
CC(C)n1cc(C=NNc2ccc(C(=O)O)cc2)c2ccccc21,10.8
COc1ccc2c(c1)CCCC2(O)CNC(=O)c1ccc(S(=O)(=O)N(C)C)cc1 (stereo not given),-31.0
CS(=O)(=O)c1cccc(S(=O)(=O)Nc2ccc3c(c2)OCO3)c1,-7.0
Cc1cc(C(=O)N(CC2CCCO2)c2nc3ccc(Cl)cc3s2)on1 (stereo not given),-11.0
O=C(Cn1cncn1)Nc1cc(-n2ccc3ccccc32)ncn1,-40.0
O=C(NCc1ccc(F)cc1)Nc1ccccc1-c1cn2ccsc2n1,19.0
O=C(CSc1ccc(NC(=O)c2ccccc2F)nn1)Nc1ccccc1F,-12.0
CCN(C1CCCCC1)S(=O)(=O)c1ccc(C(=O)Nc2nnc(Cc3ccc(F)cc3)o2)cc1,-3.0
CN(C)c1ccc(CCCNS(=O)(=O)Cc2ccccc2F)cc1,17.0
CC(C)(C)C1CCC(C(=O)Oc2ccc(OC(=O)C3CCC(C(C)(C)C)CC3)cc2)CC1 (stereo not given),9.0
Cc1cc(C)cc(OCC(=O)N2CCN(c3ccc4nnc(-c5ccco5)n4n3)CC2)c1,-4.0
O=C(c1ccc(F)cc1Cl)N1CCN(C(=O)c2cnn3ccccc23)CC1,-13.0
CC(=O)N1CCN(c2ccnc3c2c(=O)n(CC(=O)NC(C)(C)C)c(=O)n3C)CC1,-14.0
O=C(NCC1CN(c2ccc(F)cc2)C(=O)O1)c1ccc(C(F)(F)F)cc1 (stereo not given),7.0
N#C/C(C(=O)N1CCOCC1)=C1/Nc2ccccc2S1,-10.0
Cc1ccc(N(C)S(=O)(=O)c2ccsc2-c2nc(-c3cccnc3)no2)cc1F,8.0
O=C1CCSC[C@@H](C(=O)NC2CCN(Cc3ccccc3)CC2)N1,-9.0
CCc1ccc(S(=O)(=O)NCCOc2cc(N3CCCCC3)ncn2)s1,0.0
O=C(CC1CCCC1)NCCn1ncc2c(N3CCN(c4ncccn4)CC3)ncnc21,-12.0
O=C(NN=Cc1ccc(O)c2ccccc12)c1cccnc1,-3.1
Cc1cc(OC2CCN(C(=O)c3ccc(Br)o3)C2)cc(=O)n1C (stereo not given),2.0
CCOc1ccc(NC(=O)C(=O)NCC2(CO)CC2)cc1,-14.0
CC(C)S(=O)(=O)c1ccc(CC(=O)N2CCCC(c3nnc(-c4ccc5c(c4)OCO5)o3)C2)cc1 (stereo not given),0.0
Cn1cccc1C(CNS(=O)(=O)c1ccc(F)cc1)N1CCCC1 (stereo not given),-7.0
COc1ccc(CC(=O)N2c3ccccc3C[C@H]2C(N)=O)cc1OC,-12.0
CCOC(=O)C1=C(C)N=c2sc(=Cc3ccncc3)c(=O)n2C1c1ccc2c(c1)OCO2 (stereo not given),0.5

(listing goes on)
molecule,PriA SSB inh
COc1ccccc1N1CCN(S(=O)(=O)CCNC(=O)c2ccc([N+](=O)[O-])cc2)CC1,-1.0
O=C(COc1ccc(Cl)cc1)Nc1ccccc1-c1nc2ccccc2[nH]c1=O,-4.0
CCOc1ccc(-c2ccc(C)c(NC(=O)C(F)(F)F)c2)nn1,-7.0
O=S(=O)(NCCC(O)c1ccoc1)c1ccc(N2CCCCS2(=O)=O)cc1 (stereo not given),0.0
Cc1onc(-c2ccccc2Cl)c1C(=O)N1CC(S(=O)(=O)c2ccc(F)cc2)C1,9.0
O=C(CS(=O)(=O)c1cccs1)Nc1ccc2c(c1)OCO2,-3.0
COc1cc(C=NS(=O)(=O)c2ccc(Br)cc2)cc(Br)c1O,-3.0
CCOc1ncccc1C(=O)Nc1cnn(C[C@H]2COc3ccccc3O2)c1,-13.0
O=C1c2cccc3cccc(c23)C(=O)N1CCN1CCN(S(=O)(=O)c2ccccc2[N+](=O)[O-])CC1,-1.0
CC(=O)c1ccc(S(=O)(=O)NCc2cccnc2-c2cccs2)cc1,-4.0
O=C(Nc1ccc(C(F)(F)F)cc1)NC1CC(=O)N(c2ccccc2)C1 (stereo not given),-2.0
O=C(N[C@H]1CCN(c2ccc(-c3ccccc3F)nn2)C1)c1ccc2c(c1)OCO2,-13.0
Cc1nc(SCC(=O)c2ccccc2F)c2c3c(sc2n1)CCCC3,-7.0
Cc1ccc2nc(NC(=O)CCc3c(C)[nH]c(=O)[nH]c3=O)sc2c1,-4.0
CNC(=S)N(C)N=C1C(=O)N(Cc2c(Cl)cccc2Cl)c2ccccc21,-14.8
N#Cc1ccccc1NC(=O)CSc1nccn2nc(-c3cccc4ccccc34)cc12,-10.0
CC(=O)Nc1cc(Cl)c(O)c(Cl)c1Cl,-1.0
CCOC(=O)c1ccccc1NC(=O)CS(=O)(=O)c1ccc2c(c1)S(=O)(=O)N=CN2,-10.0&-6.0
Cc1cc(C(=O)NCCn2nc(C(F)(F)F)c3c2CCOC3)no1,-2.0
Cc1ccccc1-n1cnnc1CN1CCN(C(=O)c2ccsc2)CC1,-27.0
CCOc1ccc(CC(=O)Nc2ccc(SC)nn2)cc1,-12.0&-2.0
O=C(NC1CCCC1)C1=Cc2ccccc2OC1,-5.0
CC(=O)NC1C(OCc2ccccc2)OC(C(=O)O)C(OC(C)=O)C1OC(C)=O (stereo not given),5.0
CCC(=O)NCCn1ncc2c(=O)n(Cc3ccc(Cl)cc3)cnc21,-31.0
CC(C)CNC(=O)C(=O)NCC1OCCN1S(=O)(=O)c1ccc(F)cc1 (stereo not given),8.0
Cc1cc(NC(=O)C2CCN(c3ccc(=O)n(C)n3)CC2)on1,0.0
CCOC(=O)N1CCN(Cc2nc3c(c(=O)n(C)c(=O)n3C)n2Cc2ccc(Cl)c(Cl)c2)CC1,2.0
CCOc1ccc(C=c2sc3nc(-c4ccco4)nn3c2=O)cc1OCC,-12.6
CC(C)(C)c1cc(NC(=O)CCSc2nnc3ccc4ccccc4n23)cc(C(C)(C)C)c1,-15.0&3.0
N#CC(C#N)=C(N=C(c1ccccc1)c1ccccc1)C(F)(F)F,0.0

Remaining list, next part
molecule,PriA SSB inh
Cc1nc(C(=O)NCC#CCN(C)Cc2ccccc2)cs1,-12.0
O=C(Cc1ccc(F)cc1F)NCc1cncc(-c2cccs2)c1,-11.0
CCCCCCCCCCS(=O)(=O)NN=Cc1ccc(O)cc1,3.8
CC(=O)Nc1ccc(NC(=O)C2CC(=O)NC(=N)S2)cc1 (stereo not given),4.4

Some of these compounds in order of SMILES length, smallest number first.
molecule,PriA SSB inh
Cc1nc(C(=O)NCC#CCN(C)Cc2ccccc2)cs1,-12.0
CC(=O)Nc1ccc(NC(=O)C2CC(=O)NC(=N)S2)cc1 (stereo not given),4.4
CC(C)(C)c1cc(NC(=O)CCSc2nnc3ccc4ccccc4n23)cc(C(C)(C)C)c1,-15.0&3.0
